Assay outcomes (PubChem BioAssay)
PME-1 primary – PME-1 inhibitors via competitive probe labeling, primary screen, biochemical, fluorescence polarization, FP-Rh probe, HTS | recombinant PME-1 | inhibition, % at 5.9 µM | hit rate 0.53% among 320,000 | AID 2130, 2009;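 active = inhibition above the campaign mean of all compounds plus 3 SD, cut at about 26% in these data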;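 also: competitive labeling of PME-1 active site by serine hydrolase directed probe; 0% = PME-1 with DMSO and 100% = wells lacking PME-1 enzyme; inhibitors block probe labeling so polarization falls and inhibition rises; many of its hits are not listed in these tables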
GLD-1 TGE inh – GLD-1/TGE RNA complex disruptors, primary screen, biochemical, fluorescence polarization | hit rate 0.44% among 320,000 | purified GLD-1 + fluorescein TGE RNA | Female germline-specific tumor suppressor gld-1 (Caenorhabditis elegans), Q17339 | inhibition, % at 5.96 µM;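 active = percent inhibition above a per-plate cutoff, the plate mean of test compounds plus 3 SD, cut at about 30% in these data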;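 also: 0% = DMSO wells with GLD-1 and probe and 100% = wells lacking GLD-1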
Bcl-xL primary – inhibitors of human Bcl-xL, primary screen, biochemical, fluorescence polarization, HTS | Bcl-2-like protein 1 (Homo sapiens), Q07817 | GST-Bcl-xL / FITC-Bim BH3 peptide fluorescence polarization | inhibition, % at 10.9 µM | hit rate 0.7% among 320,000;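 active = inhibition above the mean of all tested compounds plus 3 SD, cutoff set per campaign, cut at about 30% in these data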;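 also: 0% = DMSO wells and 100% = unlabeled Bim-BH3 peptide competitor; inhibitors lower millipolarization by displacing the labeled peptide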
Target sequence (Q07817 whole entry, looked up): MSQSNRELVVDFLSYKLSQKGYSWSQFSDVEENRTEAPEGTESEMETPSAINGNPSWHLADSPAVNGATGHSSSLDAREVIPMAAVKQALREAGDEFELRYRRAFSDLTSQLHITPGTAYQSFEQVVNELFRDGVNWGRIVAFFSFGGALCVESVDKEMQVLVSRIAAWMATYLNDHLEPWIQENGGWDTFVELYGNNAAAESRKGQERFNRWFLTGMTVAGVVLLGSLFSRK
VLA-4 inh – inhibition in human VLA-4 binding assay, primary screen, VLA-4 allosteric modulator project, MLPCN library, flow cytometry, VLA-4 expressing cells. Integrin alpha-4 (Homo sapiens), P13612. ligand binding flow cytometry. inhibition, % (about 7 µM as worked out from the volumes in the protocol). hit rate 0.2% among 330,000. AID 2557, 2010; in the data active = inhibition above about 50%
Fam108B counter – mouse Fam108B serine hydrolase inhibitors, primary screen, counter-screen for RBBP9 inhibitor project, biochemical, fluorescence polarization. AID 1947, 2009. hit rate 0.33% among 300,000. recombinant Fam108B, FP-Rh probe fluorescence polarization. inhibition, % at 9.51 µM;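 active = inhibition above the screen mean inhibition plus 3 SD, computed separately per campaign, cut at about 18% in these data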;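 also: inhibitors lower polarization as less probe binds the enzyme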
GRK2 aptamer HTS – compounds blocking aptamer binding on GRK2 – biochemical, human GRK2, bead flow cytometry, HTS, primary screen. Beta-adrenergic receptor kinase 1 (Homo sapiens), P25098. AID 488847, 2010. FAM-aptamer displacement from GRK2. inhibition of aptamer binding, % at 10 µM. hit rate 0.59% among 330,000;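 active = inhibition of aptamer binding above 40%, roughly 3 SD of noise, on plates passing a quality check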;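 also: median bead fluorescence of bound FAM aptamer so fluorescent compounds give negative values; no value below 0 was filed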
Target sequence (P25098 whole entry, looked up): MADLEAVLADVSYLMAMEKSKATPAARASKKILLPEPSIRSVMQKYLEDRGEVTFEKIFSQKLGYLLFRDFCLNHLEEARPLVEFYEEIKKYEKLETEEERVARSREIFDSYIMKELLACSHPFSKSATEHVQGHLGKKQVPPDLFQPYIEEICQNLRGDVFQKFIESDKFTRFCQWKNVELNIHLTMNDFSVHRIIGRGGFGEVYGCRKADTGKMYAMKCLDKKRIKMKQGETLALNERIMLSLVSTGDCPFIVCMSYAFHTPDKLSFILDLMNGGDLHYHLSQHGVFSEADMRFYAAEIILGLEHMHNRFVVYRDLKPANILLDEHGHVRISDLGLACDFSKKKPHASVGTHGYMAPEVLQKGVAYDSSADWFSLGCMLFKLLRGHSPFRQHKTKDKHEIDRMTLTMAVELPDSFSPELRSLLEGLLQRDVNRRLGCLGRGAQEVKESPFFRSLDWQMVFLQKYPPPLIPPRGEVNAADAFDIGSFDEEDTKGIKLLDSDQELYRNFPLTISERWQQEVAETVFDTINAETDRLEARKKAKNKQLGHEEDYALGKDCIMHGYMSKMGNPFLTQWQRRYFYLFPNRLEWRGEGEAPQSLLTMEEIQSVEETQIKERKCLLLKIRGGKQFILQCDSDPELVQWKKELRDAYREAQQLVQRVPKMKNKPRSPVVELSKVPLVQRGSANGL
Efflux pump mplx – inhibitors of Candida efflux pumps in yeast, primary screen, S. cerevisiae, Nile Red, multiplex. AID 485275, 2010. hit rate 0.44% among 330,000. S. cerevisiae Candida pump triplex. inhibition, % at 10 µM;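 active = plate passing quality check with inhibition over a set limit, or well fluorescence over plate mean plus 4 SD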;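 also: Nile Red retained in pooled yeast measured as flow cytometry median fluorescence; 0% = buffer negative control and 100% = Enniatin B positive control; higher means more Nile Red kept so more efflux inhibition; some compounds called inactive have numbers as strong as hits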
MCL1-BIM inh – inhibitors of MCL1 binding to BIM-BH3, primary screen, biochemical, fluorescence polarization. Induced myeloid leukemia cell differentiation protein Mcl-1 (Homo sapiens), Q07820. GST-MCL1 / FITC-Bim-BH3 fluorescence polarization. inhibition, % at 10.9 µM. hit rate 0.68% among 320,000. AID 2057, 2009;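 active = inhibition above the mean inhibition of all tested compounds plus 3 SD, set per campaign, cut at about 40% in these data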;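 also: 0% = DMSO wells and 100% = unlabeled Bim-BH3 peptide control; higher means more loss of mP so more displacement of Bim peptide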
MEX-5 binding – MEX-5 zinc finger RNA-binding disruptors – biochemical, C. elegans, fluorescence polarization, MLPCN library, primary screen; Zinc finger protein mex-5 (Caenorhabditis elegans), Q9XUB2; MEX-5/FITC-TCR2 RNA binding; stronger effect = lower value; activity score (negative = inhibition of binding), % at 10 µM; hit rate 0.38% among 300,000; AID 1832, 2009;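 active = inhibition past about -25% in most replicates, and total fluorescence under double the plate's negative control median, limit read from the data; inconclusive = replicates evenly split on the limit, or fluorescence at least double controls; inactive = too little inhibition in most replicates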;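 also: 0% = DMSO and -100% = 5 µM competing unlabeled TCR2 RNA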
* marks the source's active call; other numbers are inactive results; i = inactive; ? = inconclusive; . = no result given.

SMILES	PME-1 primary	GLD-1 TGE inh	Bcl-xL primary	VLA-4 inh	Fam108B counter	GRK2 aptamer HTS	Efflux pump mplx	MCL1-BIM inh	MEX-5 binding
CCn1c(Cc2ccccc2)nnc1SCC(=O)N1CCCC1=O	7	10	3	3	5	0	-0.1	8	-2.5
COc1ccccc1NC(=O)COc1ccc(/C=N/NC(=O)CSCc2cc(C)cc(C)c2)cc1	-4	1	-1	-10	-10	5	-0.2	2	0.5
O=[N+]([O-])c1ccc(/C=N\NS(=O)(=O)c2ccc(F)cc2)o1	1	1	4	1	-1	0	0.1	5	-3.1
Cc1sc2nc(CN3CCOCC3)nc(N3CCC(C(N)=O)CC3)c2c1C	-2	6	9	22	1	16	0.0	6	-2.3
CC(C)N(C(=O)CSc1nnnn1-c1ccc2c(c1)OCO2)C(C)C	3	6	-6	4	-2	0	0.3	-10	1.7
Cn1nc(C(=O)N2CCN(c3ccc(F)cc3)CC2)c2c1-c1ccccc1S(=O)(=O)C2	1	1	1	4	0	1	-0.1	0	-1.1
COc1ccc2c(c1OC)C(=O)NC(C)=C(C(=O)OC(C)(C)C)C2O (stereo not given)	6	4	-2	15	-4	0	-0.2	-2	-0.1
CCCC(C)NC(=O)CSc1nnc2ccccn12 (stereo not given)	-6	-2	0	13	-3	0	0.0	-6	-0.4
Cc1cc(C)cc(NC(=O)Cn2nnc(C(=O)NCc3ccccc3Cl)c2N)c1	-4	1	12	-2	0	2	-0.2	1	0.5
O=C1C2C3C=CC(C3)C2C(=O)N1c1nc2ccccc2s1 (stereo not given)	-2	0	2	18	-2	0	0.1	0	1.7
COc1cccc(C(=O)Nc2ccc(NC(=O)c3ccco3)cn2)c1	-2	6	1	3	-2	1	-0.1	-1	0.9
CCOC(=O)c1ccc(-c2ccc(/C=N/NC(=O)CN(c3ccccc3Br)S(C)(=O)=O)o2)cc1	-2	0	3	7	-12	1	-0.1	1	-0.6
COc1ccc(C(=O)Nn2c(CC(C)C)nc3cc(Cl)ccc3c2=O)c(OC)c1	-3	1	1	-14	2	5	0.1	14	-0.3
Cc1ccc(SCC(=O)NNC(=O)CNC(=O)c2ccc(Br)cc2)cc1	.	-2	.	6	.	0	-0.1	.	.
COC(=O)CNC(=O)C1CCCN1C(=O)CNC(=O)OCc1ccccc1 (stereo not given)	-1	2	2	-8	5	0	-0.1	1	-0.2
CC(C)(C)C(=O)NC(=S)Nc1ccc(Cc2ccncc2)cc1	1	-3	1	15	-4	2	1.1	7	-1.7
CCC(C)c1ccc(NC(=S)NCCn2cc(Br)cn2)cc1 (stereo not given)	-7	0	9	31	-5	3	-0.1	7	-0.9
COC(=O)CNc1nc(Cl)nc(N2CCC(C)CC2)n1	-2	-7	-2	3	-4	0	0.1	-5	-0.6
COc1ccc2oc(C(=O)OC(C)C(=O)N3C(C)CCCC3C)c(C)c2c1 (stereo not given)	.	4	.	6	.	0	-0.1	.	.
CC(C(=O)NCc1ccccc1)N1C(=O)c2ccccc2C1=O (stereo not given)	1	-5	-1	31	1	2	0.2	-3	4.4
COc1ccc(NC(=O)CN2CCN(Cc3ccc4c(c3)OCO4)CC2)cc1OC	-1	-6	7	6	2	0	0.0	4	-3.7
O=[N+]([O-])c1cccc(-c2nc(-c3cccs3)c(-c3cccs3)[nH]2)c1	32*	9	-1	7	26*	1	-0.1	-5	2.5
Cc1ccc(NC(=O)COc2ccc3oc4c(c3c2)CCCC4)nc1	-2	3	1	16	-1	0	0.0	0	-0.5
Cn1cc(CN2CCCC(CO)(Cc3ccccc3)C2)c2ccccc21 (stereo not given)	-2	-1	5	13	-1	0	-0.1	-1	-1.8
COc1ccc(NC(=O)CSCC(=O)Nc2ccc(S(=O)(=O)N3CCOCC3)cc2)cc1	-4	6	5	5	.	26	-0.3	2	.
Cc1cccn2c(CNC3CCCc4ccccc43)c(C(=O)N3CCCCC3)nc12 (stereo not given)	-4	4	2	3	2	3	-0.1	-6	1.7
COc1ccc(S(=O)(=O)NCc2cccnc2)cc1OC	1	11	4	-5	4	0	-0.1	11	3.7
Cc1ccsc1/C=C1\Oc2cc(OCC(=O)c3ccccc3)ccc2C1=O	-5	-8	-3	-9	-6	1	0.2	-21	1.4
CCc1nnc(NC(=O)CSc2nnc(CNC(=O)c3cc(OC)c(OC)c(OC)c3)o2)s1	5	-2	8	20	0	0	0.3	9	-0.7
CCCCNC(=S)Nc1ccc([N+](=O)[O-])cc1	-6	2	9	6	2	0	0.1	18	-1.1
Cc1cc(C)c(-c2c(O)c3c(n(C)c2=O)CC(C)(C)CC3=O)c(C)c1	-2	5	6	23	-1	2	-0.4	3	1.0
O=C1NC(c2ccc(Br)cc2)Oc2ccccc21 (stereo not given)	3	4	6	5	-6	0	0.0	3	0.5
CCn1c(SCC(=O)NCc2ccc3c(c2)OCO3)nnc1-c1cccs1	4	-10	0	7	-1	1	0.1	5	-2.3
COc1ccc(S(=O)(=O)N(CCc2ccccc2)CC(=O)NC(C)C)cc1	2	8	-9	10	1	0	0.3	-23	-0.3
S=C(Nc1ccccc1)Nc1ccc(Cl)cn1	1	4	9	2	-2	0	0.0	5	-1.8
Cn1c(=O)[nH]c(=O)c2c1nc(Br)n2CCSc1nc2ccccc2o1	5	6	2	-9	-3	3	1.5	6	-0.4
Cc1nc2ccc(NC(=O)NCCCO)cc2s1	6	4	4	-1	-6	4	-0.1	6	0.4
COC(=O)CCCNC(=O)OCc1ccc([N+](=O)[O-])cc1	1	0	-1	9	-1	0	0.1	-3	-1.1
CCOc1ccc(S(=O)(=O)N(CC)CC)cc1NC(=O)c1ccc(N2CCCC2=O)cc1	-5	1	5	12	9	32	-0.2	13	1.6
COC(=O)c1ccc(C2C(C(=O)c3cc4ccccc4o3)=C(O)C(=O)N2CCCN(C)C)cc1 (stereo not given)	-4	0	-2	12	2	4	0.1	-11	1.9
COc1cc(Br)cc2cc(C(=O)NCC3CCCO3)c(=O)oc12 (stereo not given)	-3	8	9	4	5	2	0.0	6	-1.0
O=C(O)Cc1ccc(C(=O)c2ccccc2F)s1	-1	2	0	17	1	2	0.0	-3	3.1
Cc1ccc(C(=O)C(OC(=O)CNC(=O)c2ccc(Cl)cc2)c2ccccc2)cc1 (stereo not given)	-32	-1	0	-15	-14	0	0.0	0	1.3
CCC1CCC(NC(=O)Nc2cccc(OC)c2)CC1 (stereo not given)	-4	5	-1	10	-2	1	0.2	6	-0.6
Cn1c(Cc2ccccc2)nnc1SCC(=O)NC1CCCCC1	-4	-3	-3	15	-3	0	0.1	-4	-1.1
Cn1c(=O)c2c(ncn2CC(=O)OCC(=O)Nc2ccccc2Cl)n(C)c1=O	2	-2	2	-5	3	1	-0.3	-9	1.2
CCC(CO)NCc1ccc(OCC(O)c2ccccc2)c(OC)c1 (stereo not given)	-2	-1	-2	11	-4	5	0.0	3	1.3
FC(F)(F)c1cc(CCN2CCNC[C@@H]2Cc2ccccc2)cc(C(F)(F)F)c1	1	0	8	45	3	0	-0.1	12	1.9
CCOC(=O)c1csc(NC(C)=O)n1	-5	5	2	6	1	0	0.0	-6	-0.8
CCc1nnc(SCC(=O)NC2CC2)n1CC	-5	5	-3	19	-1	3	0.1	7	0.7
Cc1ccc(-c2noc(CN(C)C(=O)c3ccoc3C)n2)cc1	5	6	-1	-5	-4	2	0.1	0	1.6
CCCCC(=O)NC(c1ccccc1)c1ccc2cccnc2c1O (stereo not given)	6	8	5	-6	0	2	0.1	6	1.6
CCN(CC)C(=O)CN(c1cc(Cl)ccc1OC)S(=O)(=O)c1ccc(C)c([N+](=O)[O-])c1	3	6	0	8	3	0	0.2	-3	4.8
COc1ccc(N=Cc2c(O)c3ccccc3n2C(C)=O)cc1	-2	-134	-91	-21	4	0	-0.1	-122	?
O=C1CC(c2ccccc2)CC(O)=C1C=Nc1ccc(Cl)cc1 (stereo not given)	-1	-1	4	-5	0	0	-0.1	-7	-1.4
CC[C@@H](C)[C@@H]1CN([C@@H](C)CN2CCC[C@H]2CN2C(N)=NC[C@H]2CC(C)C)C(=N)N1CCc1ccc(Cl)c(Cl)c1	.	-4	.	15	.	84*	-0.2	.	.
N#Cc1ccccc1S(=O)(=O)N1CCN(Cc2c(O)ccc3ccccc23)CC1	0	2	5	13	.	1	-0.1	4	.
CCN(CC)c1ccc(/C=C(/C#N)c2nc3ccc(C)cc3[nH]2)c(OC(C)C)c1	7	6	42*	i	8	0	0.7	24	-15
Cc1nn(Cc2cccc(C(=O)NCC(C)C)c2)c(C)c1Br	6	8	6	2	4	1	-0.1	4	-1.5
COc1ccc(/C=N/Nc2cc(C)nc(N3CCOCC3)n2)c(OC)c1	5	2	0	5	4	0	-0.1	4	0.5
(further entries)
SMILES	PME-1 primary	GLD-1 TGE inh	Bcl-xL primary	VLA-4 inh	Fam108B counter	GRK2 aptamer HTS	Efflux pump mplx	MCL1-BIM inh	MEX-5 binding
Cc1cccc(C)c1NC(=O)Cn1c(=O)n(CCCC(=O)NCc2ccco2)c(=O)c2sccc21	7	0	1	2	-1	0	-0.1	-7	-1.6
COc1ccc2[nH]c3c(Cl)ncnc3c2c1	-3	2	1	48	6	1	-0.4	6	1.8
Fc1ccc(C2CCCN2Cc2nc(Cc3ccccc3F)no2)cc1 (stereo not given)	1	-10	1	-5	3	0	-0.3	-5	-0.8
CCSC1=C(C#N)C(c2ccc(OC)c(OC)c2)CC(=O)N1 (stereo not given)	1	0	3	6	1	0	0.0	6	-1.2
COc1cc(-c2nnn(CC(=O)N3CCOCC3)n2)cc(OC)c1OC	5	-4	0	3	9	6	0.0	-2	-0.8
CCCCOC(=O)CSc1nc2ccccc2o1	2	5	-6	7	5	1	0.0	-5	0.4
O=C(CN(Cc1ccccc1Cl)C(=O)c1ccc(CN2CCOCC2)o1)NCC1CCCO1 (stereo not given)	-2	5	10	0	1	0	0.1	14	-2.0
CC(Oc1cccc(Cl)c1)C(=O)Nc1ccccc1N1CCCCC1 (stereo not given)	-2	-8	-1	13	-3	0	-0.1	-5	2.2
Cc1cc(C)cc(-n2ncc3c2CCCC3NC(=O)CCN2CCCC2=O)c1 (stereo not given)	1	1	1	10	-1	0	1.2	-2	1.9
Cc1c[nH]c(=O)c([N+](=O)[O-])c1	-1	5	5	-3	5	2	0.0	10	-0.3
CCOC(=O)C/C(C)=N/NC(=O)COc1ccccc1C	0	6	3	-14	2	0	-0.9	7	2.1
OC(COc1cccc2ccccc12)CN1CCN(c2ccc(Cl)cc2)CC1 (stereo not given)	3	9	6	-10	1	0	0.1	2	2.5

A portion of the library; the hit share may differ from the screen's.
